# ERa SRC1 pot: ER-alpha (human) coactivator binding potentiation; AID 639; coactivator binding (% of control), % at 25.6 µM; TR-FRET ERalpha-LBD/SRC-Cy5 coactivator binding, 2 h; 100 = basal binding, no effect; 86,000 tested, 1.3% active; in the data active = activity above about 200%;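 also: binding measured in presence of low estradiol as agonist stimulus; 0% = peptide alone without receptor and 100% = receptor with peptide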
# H69AR inhibit: growth inhibitors of human H69AR lung tumor cells | viability, % at 10 µM | AID 598 | 85,000 tested, 6% active | H69AR lung tumor viability, ATP luminescence, 72 h; active compounds read low;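 active = viability at or below 40%; inactive = viability above 40%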;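 also: multidrug resistant small cell line overexpressing MRP-1 efflux transporter; 100% = mean luminescence of untreated control wells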
# Fibroblast inh: blocks proliferation of human lung fibroblasts | LL 47 human lung fibroblast viability, ATP luminescence; active compounds read low | 85,000 tested, 1.1% active | viability, % at 10 µM | AID 719;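 active = viability at or below 50% in the single dose screen; inactive = viability above 50%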;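 also: compound exposure lasted 72 h before the ATP readout; 100% = median luminescence of untreated cell-only wells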
#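 test system = LL 47 human lung fibroblasts | amount = 1,150 fibroblasts seeded per well | medium = 15% FBS in IMEM | times = overnight cell rest, 72 h compound treatment at 37 °C | measured by = CellTiter-Glo luminescence measuring cellular ATP | read-out = viability percentage against median untreated-cell control | benchmarks = cell-only wells, no compound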
# Calb biofilm kill: kills Candida albicans biofilms; inhibition, % at 6 µM; AID 834; 85,000 tested, 0.14% active; C. albicans biofilm + clotrimazole, Alamar Blue;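 active = inhibition above 20%; inactive = inhibition below 20%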;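 also: preformed 24 hr biofilms exposed to compound for 48 hr; 0% = biofilm without compound and 100% = blank killed by clotrimazole plus chlorhexidine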
# ERb coact inh: ER-beta (human) coactivator binding inhibition | Q92731 | TR-FRET ER-beta LBD / SRC1-Cy5 peptide binding; receptor agonist-loaded with 1 µM estradiol | inhibition, % at 25.6 µM | 86,000 tested, 1.3% active;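 active = compounds whose percent inhibition of the receptor-coactivator binding signal exceeds about 50% in the single-dose screen, limit read from the data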;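 also: 0% = receptor plus peptide wells without compound and 100% = peptide-only wells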
# Target sequence (Q92731 whole entry, looked up, the tested form may be a part): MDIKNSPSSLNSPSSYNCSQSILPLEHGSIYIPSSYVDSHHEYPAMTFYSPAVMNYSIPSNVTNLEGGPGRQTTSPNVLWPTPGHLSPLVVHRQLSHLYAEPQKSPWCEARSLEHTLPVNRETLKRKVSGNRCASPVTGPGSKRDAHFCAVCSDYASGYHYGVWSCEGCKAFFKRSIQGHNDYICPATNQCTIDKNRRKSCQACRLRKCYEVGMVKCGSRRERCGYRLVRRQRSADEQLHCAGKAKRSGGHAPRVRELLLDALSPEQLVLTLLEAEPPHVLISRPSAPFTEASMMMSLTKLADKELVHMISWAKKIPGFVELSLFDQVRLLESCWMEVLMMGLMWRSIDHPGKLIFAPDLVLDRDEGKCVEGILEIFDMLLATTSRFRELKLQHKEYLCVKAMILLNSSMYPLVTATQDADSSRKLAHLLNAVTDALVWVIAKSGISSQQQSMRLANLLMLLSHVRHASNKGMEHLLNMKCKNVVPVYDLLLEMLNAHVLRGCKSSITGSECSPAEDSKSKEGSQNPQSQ
# ERa SRC1 inh: blocks coactivator binding to human estrogen receptor alpha. P03372. TR-FRET ER-alpha LBD / SRC-1 peptide, estradiol-bound. inhibition, % at 25.6 µM. 86,000 tested, 1.7% active. AID 629; in the data active = inhibition above about 50%;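 also: 0% = receptor plus peptide control and 100% = peptide only without receptor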
# Smad3 FoxH1 inh: Smad3 (human) transcription factor binding inhibition; TR-FRET Smad3/Dy647-FoxH1 peptide binding, europium anti-His; inhibition, % at 25 µM; 88,000 tested, 0.29% active;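 active = compounds that reduce the energy-transfer binding signal between the protein and its labelled peptide by more than half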;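 also: 0% = Smad3 plus labelled peptide maximal FRET and 100% = peptide-only background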
# sEH activator: increases human soluble epoxide hydrolase activity. purified human sEH enzymatic activity, activator screen. activation, % at 2 µM. 91,000 tested, 0.04% active. P34913; in the data active = activation above about 37%; also: values of inactives mirror those of a sister screen read the other way
# Target sequence (P34913 whole entry, looked up): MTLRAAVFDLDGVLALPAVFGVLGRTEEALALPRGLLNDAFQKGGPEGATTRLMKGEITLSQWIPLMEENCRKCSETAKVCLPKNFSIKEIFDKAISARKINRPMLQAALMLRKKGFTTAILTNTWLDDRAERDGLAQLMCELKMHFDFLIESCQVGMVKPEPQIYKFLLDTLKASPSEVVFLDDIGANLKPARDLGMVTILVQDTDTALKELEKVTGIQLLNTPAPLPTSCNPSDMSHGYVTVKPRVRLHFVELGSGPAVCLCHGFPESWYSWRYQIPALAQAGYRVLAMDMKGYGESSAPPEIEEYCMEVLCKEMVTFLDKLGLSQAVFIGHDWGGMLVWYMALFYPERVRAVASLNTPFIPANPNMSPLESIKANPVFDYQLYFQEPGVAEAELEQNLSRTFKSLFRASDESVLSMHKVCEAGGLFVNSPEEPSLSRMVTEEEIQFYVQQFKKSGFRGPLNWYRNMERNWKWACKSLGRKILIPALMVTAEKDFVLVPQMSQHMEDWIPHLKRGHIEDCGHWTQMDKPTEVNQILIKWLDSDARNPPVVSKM
# HUVEC prolif 384: human endothelial cell proliferation inhibition; HUVEC proliferation, CellTiter-Glo luminescence, 72 h; active compounds read low; viability, % at 10 µM (by protocol); 86,000 tested, 1.1% active; AID 648;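 active = viability at or below 30%; inactive = viability above 30%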;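 also: 100% = median luminescence of DMSO-only cell control wells on each plate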
# * marks the source's active call; other numbers are inactive results; / = no result given; [ ] = another dose, or the depositor's remark. The list is partial. The share of hits here may be higher or lower than overall.
molecule	Smad3 FoxH1 inh	ERa SRC1 inh	ERa SRC1 pot	HUVEC prolif 384	H69AR inhibit	ERb coact inh	Calb biofilm kill	sEH activator	Fibroblast inh
N#Cc1nc(-c2ccc(OCc3ccccc3)cc2)oc1NCCCn1ccnc1	-4	-1	98[fluorescence artefact?]	5.8*	6.5*	9[fluorescence artefact?]	7	-2	92
CCOc1cccc(OCCOCCN2CCCC2)c1	7	-14	99	90	91	-10	1	/	99
CCOC(=O)c1c(NC(=O)c2ccoc2C)sc(C)c1C	-13	6	94	103	79	11	4	1	99
Cc1c(NC(=O)OCCSc2nc(N(C)C)nc(N(C)C)n2)sc(=S)n1C	-12	2	112	102	69	1	13	2	97
Cc1cc2n(n1)SC(Nc1ccc(F)cc1)N2 (stereo not drawn)	-2	-13	111	106	95	-6	10	2	104
O=C(CCNc1ccc(Cl)c(C(F)(F)F)c1)c1ccco1	1	-6	89[fluorescence artefact?]	92	79	-19	3	0	91
CC(C)(C)C1(C)OC(C(N)=O)C(C(N)=O)O1 (stereo not drawn)	1	-6	126	96	91	-5	7	/	109
O=C(Cc1cccs1)N1CCC(c2nc3c(nnn3Cc3ccccc3Cl)c(=O)[nH]2)CC1	-2	11	90	90	71	-2	7	-13	95
CN(C)c1nc(N)nc(-c2cccnc2)n1	4	5	89	107	88	2	6	/	105
COc1ccc(CNC(=S)Nc2cccc(C)c2)cc1	3	-3	105	105	98	-8	3	7	91
CCc1nc2ccccc2n1Cc1ccc(OC)c(OC)c1	-7	-8	109	94	89	-9	9	-2	110
CCOc1nc(NCCc2ccc(OC)c(OC)c2)nc(NC(C)(C)CO)n1	8	-16	121	88	48	-15[fluorescence artefact?]	9	8	108
O=C(CSc1nnc(C2COc3ccccc3O2)o1)Nc1nccs1 (stereo not drawn)	-7	1	111	99	94	-6	-5	/	101
COc1ccc(C)cc1NC(=O)CSc1nnc(-c2ccccn2)n1Cc1ccco1	-6	11[fluorescence artefact?]	83	85	75	8[fluorescence artefact?]	1	8	93
CCOC(=O)NC(=O)CSc1ccccn1	3	7	117	94	91	-8	2	21	92
O=C(CSCc1ccc(F)cc1)N1CCN(c2ccc(F)cc2)CC1	-3	-14	96	104	95	-10	7	-7	100
Cc1cc(NC(=O)CSc2nc(C(C)C)nc3sc4c(c23)CCCC4)no1	9[fluorescence artefact?]	0[fluorescence artefact?]	206*[fluorescence artefact?]	60	5.6*	18[fluorescence artefact?]	8	/	18*
COc1ccc(OC)c2[nH]c(=O)c(CCNC(=O)C(C)C)cc12	-1	-3	119	104	98	-2	4	24	100
COc1cccc(NC(=O)c2ocnc2C)c1	1	14	89	96	81	20	10	8	93
O=C(CCc1nc2ccccc2[nH]1)Nc1ccc(F)cc1	-18	10	83	107	94	7[fluorescence artefact?]	9	-1	102
Cc1ccc2nsnc2c1S(=O)(=O)N1CCN(C(=O)C2CCCO2)CC1 (stereo not drawn)	3	3	103	96	91	-11	5	/	99
CC1(C)CC(=O)C2=C(C1)OC(N)=C(C#N)C2c1ccccc1OC(=O)N1CCOCC1 (stereo not drawn)	13	0[fluorescence artefact?]	103	97	100	-6	7	/	101
CCOC(=O)CSc1nc2ccc(NC(=O)CSc3nnnn3Cc3ccccc3)cc2s1	-8	19	108[fluorescence artefact?]	78	85	20[fluorescence artefact?]	-2	-28	100
Cc1ccc(C(O)c2nccn2C)o1 (stereo not drawn)	7	-3	99	111	87	11	7	/	101
O=C(O)CSCC(=O)Nc1cc(C(F)(F)F)ccc1Cl	5	-2	129	87	106	7	4	6	99
CC1Cn2c(nnc2-c2ccc(F)cc2)S1 (stereo not drawn)	-1	-3	118	94	92	-7	3	/	96
Cc1occc1-c1nnc(SCC(=O)N2CCN(c3ccccc3)CC2)n1C	4	-13[fluorescence artefact?]	107	103	101	-2	-4	16	107
Cc1cccc(NC(=O)CN(C)S(=O)(=O)c2ccc(Br)cc2)n1	-4	-5	111[fluorescence artefact?]	98	81	-4	4	-3	97
C=CCn1c(=O)c2ccccc2n2c(SCC(=O)NCCc3ccccc3)nnc12	-6	-6	109	92	105	-10	8	/	95
CCOC(=O)c1cc(NC(=O)N(CC)C2CCCCC2)c(C)nc1C	7	2	111	94	54	-2	5	-10	95
CC(C)OC(=O)C(C#N)c1nc2ccccc2nc1N1CCN(Cc2ccc3c(c2)OCO3)CC1 (stereo not drawn)	2	6[fluorescence artefact?]	105	86	74	3[fluorescence artefact?]	6	/	95
Cc1ccc(C(=O)NCCCCNC(=O)c2ccc(C)o2)o1	-8	-5[fluorescence artefact?]	91	96	96	4[fluorescence artefact?]	-2	-1	99
O=C(CCn1c(=O)[nH]c2ccccc2c1=O)NCCCN1CCN(c2cccc(Cl)c2)CC1	-2	1	123	72	87	-3	3	2	92
CCOC(=O)c1c(CN2CCOCC2)n(-c2ccccc2)c2cc(Br)c(OC)cc12	-3	17	80	72	41	12	3	-10	100
CCOC(=O)Cc1csc(NC(=O)CSc2nc(N)c3c(C)c(C)sc3n2)n1	2	4	88	90	86	-5	8	0	102
CC(C)c1nc2ccccc2n1CCC(=O)O	-5	-3	113	91	113	-3	5	0	94
O=S(=O)(c1ccc2c(c1)OCCO2)N(Cc1ccc(F)cc1)Cc1nnc(-c2cccs2)o1	-8	-4	115	79	72	-9	11	5	99
Cc1ccc(NC(=O)C2CCN(S(=O)(=O)c3cnc[nH]3)CC2)nc1	2	9[fluorescence artefact?]	113	101	92	-3[fluorescence artefact?]	0	/	109
O=C(Nc1ccc(Oc2ccc(NC(=O)c3ccco3)c(NC(=O)c3ccco3)c2)cc1)c1ccco1	3	-4	113	83	77	12	9	-45	102
Cc1cc(=O)n2nc(N3CCC(C(=O)NCCc4ccccc4)CC3)sc2n1	3	-5	116[fluorescence artefact?]	96	99	-1	9	/	108
CCN(Cc1ccccc1)C(=O)Cn1cnc2c1c(=O)n(C)c(=O)n2C	26[fluorescence artefact?]	-3	122	98	99	-6	5	/	91
O=C(O)c1nc2ccccc2nc1C(=O)O	11	1	117	91	85	11	/	/	98
COc1cc(Nc2nnc(C)s2)c(Cl)cc1Cl	-4	-11	97	104	91	-1	9	-25	111
CC1(C)C(c2ccccc2)=NC(c2ccc(F)cc2)N1O (stereo not drawn)	0	0	109	106	103	-6	2	2	105
COc1cc2c(cc1OC)CN(C(=O)c1ccccc1C(=O)O)CC2	-3	2[fluorescence artefact?]	96	99	90	9[fluorescence artefact?]	-1	2	116
OC(CN1C2=NCCCN2c2ccccc21)c1ccc(Br)cc1 (stereo not drawn)	-1	-5	114	94	86	-7	-4	4	105
COc1cccc(C(c2nnnn2CS(=O)(=O)c2ccc(C)cc2)N2CCN(C)CC2)c1OC (stereo not drawn)	-4	-11	131	103	86	-2	9	8	102
Cn1c(NCCN2CCOCC2)nc2c1c(=O)n(Cc1cccc(Cl)c1)c(=O)n2C	-3	1[fluorescence artefact?]	107	95	85	-3[fluorescence artefact?]	-4	/	95
O=C(Nc1cccc(Br)c1)c1ccn[nH]1	0	-5	107	65	102	4	3	/	/
CC1(C)CC(=O)C(C2NCCc3ccccc32)=C(O)C1 (stereo not drawn)	7	2[fluorescence artefact?]	110	105	89	-4[fluorescence artefact?]	5	10	99
Cc1cc(C(=O)Nc2cnn(Cc3ccc(Cl)cc3Cl)c2)no1	6	6	123	96	77	2	9	12	91
COC(=O)c1ccc(OCC(=O)c2ccc(O)cc2O)cc1	4	5	104	105	95	-2	0	/	98
Cc1ccc(S(=O)(=O)N2CCCC2C(=O)Nc2nc3ccccc3s2)cc1 (stereo not drawn)	-5	-8	93	102	68	1	4	17	88
CCOC(=O)N1CCN(C(=O)c2ccc3c(SCC(=O)O)c4c(nc3c2)CCC4)CC1	-8	12	85[fluorescence artefact?]	99	97	20[fluorescence artefact?]	9	-18	98
CC(C)C(NC(=O)c1ccccc1NC(=O)c1ccco1)C(=O)O (stereo not drawn)	1	-1	103[fluorescence artefact?]	90	91	-1	6	2	95
O=C1C2CC=CCC2C(=O)N1c1n[nH]c(CCc2ccccc2)n1 (stereo not drawn)	-10	5	98	99	82	5	10	3	98
COc1cccc(NC(=O)CCP(C)(=O)O)c1	-7	-1	110	98	86	2	2	13	103
CCOCCn1c(C(C)O)nc2ccccc21 (stereo not drawn)	3	1	97	92	80	-3	-7	7	96
Cc1nc(-c2cccc(S(=O)(=O)N3CCCCCC3)c2)cs1	5	11	86	92	67	9	2	-6	95
CCC(=O)NC(Nc1nc2ccc(C)cc2s1)(C(=O)OC)C(F)(F)F (stereo not drawn)	2	4	100	101	82	10	-1	-4	95

# (further entries)
molecule	Smad3 FoxH1 inh	ERa SRC1 inh	ERa SRC1 pot	HUVEC prolif 384	H69AR inhibit	ERb coact inh	Calb biofilm kill	sEH activator	Fibroblast inh
O=c1cc(N2CCc3ccccc3C2)[nH]c(=O)n1C1CCCCC1	14	14	101	99	56	10	9	1	89
O=C(NC1CCCCC1)C1CCN(S(=O)(=O)N2CCCCCC2)CC1	6	7	119	93	93	0	-2	-80	99
Cc1cc(-c2ccccc2)nc(N2CCC(C(=O)NCC3CCCCC3)CC2)n1	-2	0	102[fluorescence artefact?]	68	99	7	-3	-40	96
CC(=O)OCC1OC(n2ccc3ccccc32)C(OC(C)=O)C(OC(C)=O)C1OC(C)=O (stereo not drawn)	2	2	117[fluorescence artefact?]	98	102	-5	-2	-12	109
c1ccc(Nc2ccc3c4c(cccc24)CC3)cc1	13[fluorescence artefact?]	-8	90	103	84	1	1	-2	98
Cc1cc(C)n(C(=O)CCC2COc3ccccc3O2)n1 (stereo not drawn)	0	-7	110	101	95	-12	6	-8	102
COc1ccc(NC(=O)C2C(=O)N(C)C3(C)CC2c2ccccc2O3)cc1 (stereo not drawn)	-6	-4	100	108	92	-10	10	-8	105
S=C(c1ccc(-c2ccccc2Cl)o1)N1CCOCC1	4	0	100	93	73	3	6	/	96
COc1ccc(C(=O)CSc2nccc(=O)[nH]2)cc1	9	-26	92	85	90	-27[fluorescence artefact?]	7	4	95
Cc1ccc(-c2nnc3n2CCCCC3)cc1	3	-5	107	100	110	-5	3	-3	108
CCCCCCC(C)n1[nH]c(=O)c2c(C)cc(=O)[nH]c21 (stereo not drawn)	2	1	126	72	90	-10	5	-1	93
CCN(CCCNC(=O)CCc1nc(-c2ccc(C)cc2)no1)c1cccc(C)c1	-4	-6	98	88	86	0	6	-33	95
N#Cc1c(NC(=O)c2cc(C3CC3)on2)sc2c1CCC2	-3	11	81	61	33*	19	5	14	99
O=C1CC(SCc2nc3ccccc3[nH]2)C(=O)N1c1cccc(F)c1 (stereo not drawn)	14	5	115	99	75	1	6	11	100

# Fetched one by one from the list above (2):
molecule	Smad3 FoxH1 inh	ERa SRC1 inh	ERa SRC1 pot	HUVEC prolif 384	H69AR inhibit	ERb coact inh	Calb biofilm kill	sEH activator	Fibroblast inh
Cc1cc(-c2ccccc2)nc(N2CCC(C(=O)NCC3CCCCC3)CC2)n1	-2	0	102[fluorescence artefact?]	68	99	7	-3	-40	96
O=C(NC1CCCCC1)C1CCN(S(=O)(=O)N2CCCCCC2)CC1	6	7	119	93	93	0	-2	-80	99

# Screens deposited in PubChem BioAssay by several laboratories.
